Assay outcomes deposited in PubChem by Sanford-Burnham Center for Chemical Genomics.
Artemis inh: inhibitors of human Artemis endonuclease activity; Q96SD1; recombinant Artemis, quenched FAM hairpin cleavage fluorescence; inhibition, % at 10 µM; actives 0.78% (n = 30,000);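 active = at 10 µM dose, at least 30% inhibition, measured as corrected fluorescence normalized to stimulator and neutral control wells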
Target sequence (Q96SD1 whole entry, looked up): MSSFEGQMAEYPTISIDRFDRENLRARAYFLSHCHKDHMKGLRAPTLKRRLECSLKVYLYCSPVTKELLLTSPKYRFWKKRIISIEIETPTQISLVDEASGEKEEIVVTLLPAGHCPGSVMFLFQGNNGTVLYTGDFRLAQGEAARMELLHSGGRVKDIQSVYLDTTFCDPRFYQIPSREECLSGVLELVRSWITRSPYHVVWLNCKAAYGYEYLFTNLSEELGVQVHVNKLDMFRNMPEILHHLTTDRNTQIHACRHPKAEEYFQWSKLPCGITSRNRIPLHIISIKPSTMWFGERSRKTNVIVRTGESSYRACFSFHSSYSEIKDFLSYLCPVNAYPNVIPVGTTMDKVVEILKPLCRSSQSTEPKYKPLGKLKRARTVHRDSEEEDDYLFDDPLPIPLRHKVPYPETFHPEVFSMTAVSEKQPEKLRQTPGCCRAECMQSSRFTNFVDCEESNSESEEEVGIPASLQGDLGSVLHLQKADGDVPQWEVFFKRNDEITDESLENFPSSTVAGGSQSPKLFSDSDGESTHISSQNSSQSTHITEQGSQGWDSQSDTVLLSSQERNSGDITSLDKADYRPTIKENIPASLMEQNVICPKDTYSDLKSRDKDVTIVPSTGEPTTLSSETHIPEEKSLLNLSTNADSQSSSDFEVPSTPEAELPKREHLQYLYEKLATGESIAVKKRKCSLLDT
The depositor's hits bear a star. The list is partial; count on the stated rates, not on these rows.

molecule | Artemis inh
COc1ccc(CCNC(C)=O)cc1 | -3
O=C(/C=C\Nc1ccc2c(c1)OCO2)c1ccccn1 | 1
COC(=O)C1C(=O)NC(SC)=C(C#N)C1c1ccccc1 (stereo unspecified) | -4
N#Cc1cc(C(=O)c2cc(Br)ccc2O)cn(C2CC2)c1=O | 4
COc1ccccc1CC(=O)N1CCCc2ccccc21 | -3
CC1Cc2ccccc2C(=O)N1 (stereo unspecified) | -9
COc1cc(C(N)=O)cc(Br)c1OC | -2
Cc1ccc(S(=O)(=O)c2c(C)nn(C(C)(C)C)c2OC(=O)C(C)(C)C)cc1 | -2
CCOC(=O)Cc1nnc(NC(=O)CC)s1 | 3
CCOC(=O)C(C)On1c(-c2ccc(Cl)cc2)nc2ccc([N+](=O)[O-])cc21 (stereo unspecified) | 9
COc1c(N2CCN(C(=S)Nc3ccc(F)cc3)C(C)C2)c(F)cc2c(=O)c(C(=O)O)cn(C3CC3)c12 (stereo unspecified) | 7
O=C(c1cc2ccccc2oc1=O)N(Cc1ccco1)C1CCS(=O)(=O)C1 (stereo unspecified) | -8
COc1ccc(C(=O)NCCSc2ccccn2)cc1 | 14
CCN(CC)C(=O)CSc1nc2ccc(NC(=O)CSc3nnc(N)s3)cc2s1 | 16
CCc1nc2ccccc2n1Cc1ccc(OC)c(OC)c1 | -8
COc1ccc(CNC(=S)Nc2cccc(C)c2)cc1 | 0
CN(C)c1nc(N)nc(-c2cccnc2)n1 | 5
CC(NC(=O)c1ccc(Cn2cc([N+](=O)[O-])cn2)o1)c1ccccc1 (stereo unspecified) | -12
Cc1cc(=O)n2nc(N3CCC(C(=O)NCCc4ccccc4)CC3)sc2n1 | -3
OC(CN1C2=NCCCN2c2ccccc21)c1ccc(Br)cc1 (stereo unspecified) | 0
COc1cc(Nc2nnc(C)s2)c(Cl)cc1Cl | -3
Clc1cccc(-c2nnc(-c3ccccc3)o2)c1 | -6
CC1(C)CC(=O)C(C2NCCc3ccccc32)=C(O)C1 (stereo unspecified) | -3
O=S(=O)(c1ccc2c(c1)OCCO2)N(Cc1ccc(F)cc1)Cc1nnc(-c2cccs2)o1 | 7
Cc1ccccc1C(=O)c1c[nH]c(C(=O)NCc2ccco2)c1 | 1
Cc1nc(-c2cccc(S(=O)(=O)N3CCCCCC3)c2)cs1 | 2
CCOCCn1c(C(C)O)nc2ccccc21 (stereo unspecified) | -8
CCC(=O)NC(Nc1nc2ccc(C)cc2s1)(C(=O)OC)C(F)(F)F (stereo unspecified) | -8
Cc1cc(C)n(C(=O)CCC2COc3ccccc3O2)n1 (stereo unspecified) | 1
COc1cccc(NC(=O)CCP(C)(=O)O)c1 | -7
CC(=O)c1cc2c(=O)c3ccccc3oc2nc1C | 4
CSc1nnc(-c2ccco2)n1-c1ccccc1 | -5
Cc1ccc(CSCC(=O)N/N=C/c2ccc(OCC(=O)Nc3ccc(C)cc3)cc2)cc1 | 10
COc1cc(CNc2ccccc2Oc2cc(=O)n(C)c(=O)n2C)cc(OC)c1OC | 5
CCc1nc2c(cnn2-c2ccc(Cl)cc2)c(=O)n1-c1ccc2c(c1)OCCO2 | 16
Cc1cccc(-n2cnc(C(=O)N/N=C\c3ccc(Br)cc3)c2)n1 | 1
CCN(CC)C(=O)c1sc(NC(=O)C(Sc2ccccc2)c2ccccc2)c(C(=O)OC(C)C)c1C (stereo unspecified) | 7
O=C(NCCN1CCCCC1)c1cc(OCC(F)(F)F)ccc1OCC(F)(F)F | -2
CCCCn1c(=O)n(C)c(=O)c2c(C(F)(F)F)cc(-c3ccncc3)nc21 | 9
O=C(O)c1ccccc1S(=O)(=O)c1ccccc1CO | -7
CCOC(=O)c1c(NC(=O)c2ccoc2C)sc(C)c1C | 6
CCOc1cccc(OCCOCCN2CCCC2)c1 | 1
COc1cccc(-c2nc(N3CCN(c4ccccc4)CC3)c3ccccc3n2)c1O | 5
O=C(Nc1cnn(Cc2ccccc2)c1)c1nc2ncccn2n1 | 1
Cc1nc2sc(C(c3cccc(F)c3)N3CC(C)OC(C)C3)c(O)n2n1 (stereo unspecified) | -8
Cc1sc(NC(=O)CN2CCN(c3ccccn3)CC2)c(C#N)c1C | 8
CS(=O)(=O)NCCSCc1ccccc1 | -1
CCCCn1c(N)c(Sc2ccc(C)cc2)c(=O)[nH]c1=O | 5
CCN(CCCNC(=O)c1[nH]c(C)c(C(C)=O)c1C)c1ccccc1 | 0
NC(Cc1ccc2nonc2c1)C(=O)O (stereo unspecified) | 4

Following part.
molecule | Artemis inh
Fc1ccc(Cn2ccc(-c3cnc(-c4ccccc4)s3)n2)cc1 | 3
COc1ccc2[nH]c(=S)[nH]c2c1 | 9
COc1ccc(S(N)(=O)=O)cc1C(=O)NCCCN1CCN(c2cccc(Cl)c2)CC1 | 0
CC(C)CNC(=O)c1ccccc1NC(=O)CSCc1ccccc1 | -5
COC(=O)c1[nH]c(C)c(/C(O)=C2\C(=O)C(=O)N(CCN3CCOCC3)C2c2cccs2)c1C (stereo unspecified) | 7
CCCn1c(C)cc(/C=C(\C#N)C(=O)OCC(=O)NC(=O)NCC)c1C | 2
CC(C)(C)c1cc(CNC2CS(=O)(=O)C[C@@H]2O)cc(C(C)(C)C)c1O (stereo partly specified) | 1
COC(=O)/C(=C\Nc1ccc(Cl)cc1Cl)NC(=O)c1ccccc1 | 2
CCOC(=O)c1cc2ccc(OC)cc2oc1=O | -6
O=C(Nc1cc(C(F)(F)F)ccc1N1CCOCC1)c1cccs1 | 1
COc1cccc2cc3c(=O)oc4ccccc4c3nc12 | 10
CCCOC(=O)Nc1ccc(C(N)=O)cc1 | 8
CCOc1ccc(NC(=O)CN2CCN(CC(=O)Nc3ccc4c(c3)OCO4)CC2)cc1 | 1
O=C(C1CCCN(S(=O)(=O)c2ccccc2)C1)N1CCCc2ccccc21 (stereo unspecified) | 5
Cc1cc(C(=O)CSc2n[nH]c(N)n2)c(C)n1C1CC1 | -2
CN(C)S(=O)(=O)c1cccc(C(=O)Nc2cccnc2)c1 | -19
Cc1noc(C)c1S(=O)(=O)N(CC(=O)O)c1ccc2c(c1)OCO2 | -2
Cc1ccc(C(=O)/C=C/Nc2ccc([N+](=O)[O-])cc2Br)cc1 | 0
CSc1nc2[nH]c3c(c2c2nnnn12)CCCC3 | 4
COc1ccc(/C=N/n2cncn2)cc1CSc1ccccn1 | -3
COc1cccc(-c2nnc(N(C)C(=O)C3CCOC3)s2)c1 (stereo unspecified) | 4
COc1ccc(COCC(O)CN2CCOCC2)cc1OC (stereo unspecified) | 2
O=C(Nc1nc2ccccc2n1CCN1CCCCC1)C1CCCCC1 | -8
CCOC(=O)c1ccc(NC(=O)Cn2nnc3ccccc32)cc1 | 4
O=C(c1cc2nc(-c3ccco3)cc(C(F)(F)F)n2n1)N1CCc2ccccc2C1 | 8

Shown as labelled records: four of the compounds above
compound: COc1cccc2cc3c(=O)oc4ccccc4c3nc12
  Artemis inh: 10
compound: CCCOC(=O)Nc1ccc(C(N)=O)cc1
  Artemis inh: 8
compound: CCOc1ccc(NC(=O)CN2CCN(CC(=O)Nc3ccc4c(c3)OCO4)CC2)cc1
  Artemis inh: 1
compound: O=C(C1CCCN(S(=O)(=O)c2ccccc2)C1)N1CCCc2ccccc21 (stereo unspecified)
  Artemis inh: 5

The listing continues.
molecule | Artemis inh
Oc1ccc(-c2nc(=S)[nH][nH]2)cc1 | -19
Cc1ccc(OCc2nc(-c3ccccc3)no2)c(C)c1 | 3
CCC1OC23CCCCC2C(C#N)(C(=N)O3)C1(C#N)C#N (stereo unspecified) | -1
COc1ccc(/C=N/NC(=O)c2cccc(Br)c2)cc1Cn1cc(Cl)cn1 | 1
O=C(CN(C1CC1)S(=O)(=O)c1ccc(S(=O)(=O)NC2CCCCC2)cc1)Nc1ccccc1 | 4
CC(=O)N1CCN(C2c3cccc4cccc(c34)C2NS(=O)(=O)c2ccccc2)CC1 (stereo unspecified) | 1
CCOC(=O)c1nn(-c2ccc(C)cc2)c(=O)c2c(N)scc12 | 1
COc1ccc(OC)c(N(CC(=O)NCc2cccnc2)S(C)(=O)=O)c1 | 3
COC(=O)c1c(S(=O)(=O)NCc2ccccc2)sc(C(=O)O)c1C | -5
COc1ccc2nc(NC(=O)C3CCN(S(=O)(=O)c4cnc[nH]4)CC3)sc2c1 | 4
CCN(C(=O)CCc1nc(-c2ccc(OC)cc2)no1)c1cc(OC)ccc1OC | -3
COc1ccccc1N1C(=O)CC(Sc2ncccc2C(=O)O)C1=O (stereo unspecified) | -4
CCC(C)(C)NC(=O)C(c1ccc(OC)cc1)N(Cc1ccco1)C(=O)CCC(=O)Nc1cc(C)on1 (stereo unspecified) | 9
Cc1ccc2c(CSc3nnc(N)s3)cc(=O)oc2c1 | -9
OCC1CCCN(C(=S)NCCc2ccccc2)C1 (stereo unspecified) | 7
Cc1nn(Cc2ccccc2)c2sc(C(=O)N3CCN(Cc4ccc5c(c4)OCO5)CC3)cc12 | 8
O=C(Nc1ccc(O)cc1)c1cc2n(n1)C(C(F)(F)F)CC(c1ccco1)N2 (stereo unspecified) | -9
COc1cccc(CNC(=O)CCCNS(=O)(=O)c2cccs2)c1 | -4
c1ccc(SCc2nc3ccccc3[nH]2)nc1 | -6
CC1Cn2c(nc3c2c(=O)[nH]c(=O)n3C)O1 (stereo unspecified) | -3
Cc1ccc(S(=O)(=O)NCCCCCC(N)=O)cc1 | -3
CSc1cccc(NC(=O)c2ccc(Cl)nc2)c1 | 2
COc1ccc(C)cc1S(=O)(=O)N(C)CC(N)=O | -8
COc1cc(C)c(S(=O)(=O)NC2CC(C)(C)NC(C)(C)C2)cc1C | 8
Cc1cc(NC(=O)Cc2cccs2)nn1CC(=O)NCc1ccco1 | -6
CCOC(=O)c1sc(NC(=O)CSc2nccc(C)n2)c(C#N)c1C | 6
Cc1c(C#N)c(NC(=O)c2ccccc2)n(Cc2ccccc2)c1C | 0
COc1cccc(OCCSc2nnc3sc4ccccc4n23)c1 | 9
CCNC(=O)O/N=C(\C)c1sc(-c2ccc(Cl)cc2)nc1C | 5
Cc1cccc(NC(=O)CN2C(=O)CNC2=O)c1 | -8
Cc1c(C(=O)C(C)C)n(C)c2ccccc12 | 4
O=C(NCc1ccc2c(c1)OCO2)c1c(F)c(F)c(F)c(F)c1F | -4
N/C(Cc1ccc(Cl)cc1)=N\OC(=O)c1ccc2ccccc2c1 | -2
O=C(Cn1nnc(-c2ccc(Cl)cc2)n1)NC1CCN(Cc2ccccc2)CC1 | 0
COc1cc(-c2nc3c(c(C)nn3-c3ccccc3)c3cc(OC)c(OC)cc23)ccc1O | 0
CCOC(=O)c1cnn(-c2ncnc3c2oc2ccccc23)c1N | -1
O=C(Nc1cccc(F)c1)OC(CN1CCCCC1)C(F)(F)F (stereo unspecified) | 3
Cc1ccc(N2CCN(C(=O)c3ccccc3NC(=O)/C=C\C(=O)O)CC2)cc1 | 5
Cc1cc(NC(=O)NC2CCCN2S(=O)(=O)c2ccc(Cl)cc2)no1 (stereo unspecified) | 13
CC1(C)CC(=O)C2=C(C1)NC(SCC(N)=O)=C(C#N)C21CCCCC1 | -7
Oc1ccccc1-c1nc(N2CCN(Cc3ccccc3)CC2)c2ccccc2n1 | 13
COc1ccccc1C(O)Cc1nc2ccccc2n1C (stereo unspecified) | -1
CCOC(=O)N1CCC(NC(=O)CCc2nc(-c3ccc(C)cc3)no2)CC1 | -2
CC(C)N(CCNC(=O)C1CCC(=O)N1Cc1ccc(F)cc1)Cc1ccccc1 (stereo unspecified) | -4
COc1ccccc1NC(=O)C(CC=C(Cl)Cl)C(C)=O (stereo unspecified) | -7
CCS(=O)(=O)N1CCCC(C(=O)NCCc2ccc(OC)c(OC)c2)C1 (stereo unspecified) | -6
CCN(CC)S(=O)(=O)c1cccc(C(=O)NC(C(=O)NC2=NCCS2)C(C)C)c1 (stereo unspecified) | -2
O=C(N/C(=N\O)c1ccccc1)Nc1ccc(Cl)cc1 | -5
CC1=C/C(=N\OS(=O)(=O)c2ccccc2)C(C)=CC1=O | -2
CCN(CC)S(=O)(=O)c1ccc(NC(=O)CN(c2cccc(C)c2)S(C)(=O)=O)cc1 | 1

More records.
molecule | Artemis inh
O=C(NCc1ccc2c(c1)OCO2)C1CCCN(C(=O)c2ccc(Cl)cc2)C1 (stereo unspecified) | 5
O=C(CSc1nc2ccccc2o1)Nc1nncs1 | -5
Cc1cccn2c(=O)c3cc(C#N)c(=NC(=O)c4cccnc4)n(CC4CCCO4)c3nc12 (stereo unspecified) | 9
Cc1ccc(S(=O)(=O)N2CCN(C(=O)CSc3ncc(C(F)(F)F)cc3Cl)CC2)cc1 | 4
O=C(O)CC(NCc1ccco1)C(=O)OCC1CCCO1 (stereo unspecified) | -6
CCOC(=O)c1c(NC(=O)CSc2nnc(-c3cccnc3)n2Cc2ccco2)sc(C)c1C | 7
CCOC(=O)C(NC(C)=O)(Nc1ccc(S(=O)(=O)Nc2cc(C)on2)cc1)C(F)(F)F (stereo unspecified) | -12
O=C(CSc1ncn[nH]1)Nc1ccccc1C(=O)O | -1
O=C(CSc1nc2ccccc2o1)c1ccc2c(c1)OCCO2 | 13
CCOC(=O)Nc1sc(C(=O)N(C)C)c(C)c1C(=O)OCC | 7
O=C(O)CC(Cc1ccc(Br)cc1)C(=O)O (stereo unspecified) | -17

Ordered by molecular weight (descending): some entries from above.
molecule | Artemis inh
Cc1ccc(S(=O)(=O)N2CCN(C(=O)CSc3ncc(C(F)(F)F)cc3Cl)CC2)cc1 | 4
Cc1cccn2c(=O)c3cc(C#N)c(=NC(=O)c4cccnc4)n(CC4CCCO4)c3nc12 (stereo unspecified) | 9
O=C(CSc1nc2ccccc2o1)c1ccc2c(c1)OCCO2 | 13
O=C(CSc1nc2ccccc2o1)Nc1nncs1 | -5
O=C(O)CC(Cc1ccc(Br)cc1)C(=O)O (stereo unspecified) | -17
O=C(CSc1ncn[nH]1)Nc1ccccc1C(=O)O | -1
